AMA1 RON2 block = AMA1-RON2 (P. falciparum) interaction inhibition; AlphaScreen AMA1-biotinylated RON2 peptide binding; Potency, µM (top dose mostly 58.2 µM), inactives show top-dose activity change, negative = inhibition, actives largely listed as inhibitors; 360,000 compounds, 0.2% hits; AID 720542;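 note: potency is the fitted concentration of half-maximal effect; 0% = vehicle wells and -100% = peptide control; nearly all actives have a fitted effect of over 45% in size; some results filed as inactive show a strong effect at the top dose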
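AMA1 (3D7) with his tag at 25 nM final met compounds first, then biotinylated RON2 peptide at 25 nM; detection used donor plus acceptor beads, 10 µg/mL apiece, read by AlphaScreen after 30 min at room temperature.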
HCMV antiviral = inhibitors of human cytomegalovirus. 410,000 compounds, 4.5% hits. AID 1259415. HFF cells, HCMV-luciferase reporter, 72 h; hits give low values. activity change, negative = inhibition, % at 57.5 µM; in the data active = activity change below about -60%; inconclusive = no clear call, values can overlap the other calls; inactive = above about -39%
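Two-dose cell screen: HFF monolayers treated with compounds and infected with luciferase-expressing HCMV at 1 PFU/cell, 72 h at 37C, then lysed for luciferase measurement.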
Sm TGR inh = blocks Schistosoma mansoni thioredoxin glutathione reductase; 360,000 compounds, 3% hits; Potency, µM (doses to about 114 µM), for inactives: at the highest dose activity change, negative = inhibition, usual class: inhibitors; Q962Y6; AID 485364; purified TGR, DTNB reduction, TNB absorbance 405 nm; note: potency is the fitted concentration of half-maximal effect; nearly all actives have a fitted effect of over 60% in size
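First, TGR (20 nM dispensed) and NADPH were mixed with compound. Second, a 15 min room-temperature incubation followed. Third, further NADPH and then DTNB were added to start the reaction. Finally, TNB absorbance was monitored kinetically.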
HCV inhibitor = HCV inhibition; Huh7.5.1 HCVcc-Cre infection, luciferase reporter, 44 h; Potency, µM (top dose mostly 41.8 µM), for the others: at the highest dose activity change, negative = inhibition, hits mostly inhibitors; 340,000 compounds, 3.4% hits; note: potency is the fitted concentration of half-maximal effect
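Luciferase read-out (15 sec integration) after a 15 min room-temperature substrate step quantifies HCVcc-Cre infection. Cells, 1,000 per well, had compound added 4 h post-plating, then virus at ~0.5 moi, and were cultured 44 h.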
AmpC detergent = inhibitors of E. coli AmpC beta-lactamase with detergent; AmpC hydrolysis of nitrocefin, absorbance 480 nm, 0.01% Triton; Potency, µM (titrated, usually from 114 µM), without a hit: at the top dose activity change, negative = inhibition, actives largely listed as inhibitors; 370,000 compounds, 0.041% hits; AID 485294;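 note: potency is the fitted concentration of half-maximal effect; 0% = no-compound wells and -100% = no-enzyme wells; nearly all actives have a fitted effect of over 25% in size; some results filed as inactive show a strong effect at the top dose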
Target sequence (P00811 whole entry, looked up): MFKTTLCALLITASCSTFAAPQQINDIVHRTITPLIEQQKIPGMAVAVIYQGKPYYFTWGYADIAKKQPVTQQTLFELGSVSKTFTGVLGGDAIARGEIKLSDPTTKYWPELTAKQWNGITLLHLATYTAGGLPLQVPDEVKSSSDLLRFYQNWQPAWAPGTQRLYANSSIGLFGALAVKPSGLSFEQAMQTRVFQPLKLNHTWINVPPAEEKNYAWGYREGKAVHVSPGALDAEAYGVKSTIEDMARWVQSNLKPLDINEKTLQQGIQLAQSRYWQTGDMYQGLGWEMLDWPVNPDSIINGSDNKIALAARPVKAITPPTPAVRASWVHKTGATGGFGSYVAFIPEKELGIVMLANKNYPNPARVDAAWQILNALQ
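AmpC (5.3 nM in the dispensed reagent) in 20 mM phosphate pH 7.0 with 0.01% (detergent screen) or 0.0001% Triton X-100 was preincubated with compounds for 15 min at room temperature. Nitrocefin was then added from an 800 uM solution, and hydrolysis was followed at 480 nm.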
FBPA Giardia inh = inhibitors of Giardia lamblia fructose-1,6-bisphosphate aldolase. purified Giardia FBPA. AID 2451. A8B2U2. Potency, µM (top dose mostly 59.6 µM), for the others: top-dose activity, negative = inhibition, hits mostly inhibitors. 290,000 compounds, 0.71% hits; note: potency is the fitted concentration of half-maximal effect; nearly all actives have a fitted effect of over 55% in size
Target sequence (A8B2U2 whole entry, looked up): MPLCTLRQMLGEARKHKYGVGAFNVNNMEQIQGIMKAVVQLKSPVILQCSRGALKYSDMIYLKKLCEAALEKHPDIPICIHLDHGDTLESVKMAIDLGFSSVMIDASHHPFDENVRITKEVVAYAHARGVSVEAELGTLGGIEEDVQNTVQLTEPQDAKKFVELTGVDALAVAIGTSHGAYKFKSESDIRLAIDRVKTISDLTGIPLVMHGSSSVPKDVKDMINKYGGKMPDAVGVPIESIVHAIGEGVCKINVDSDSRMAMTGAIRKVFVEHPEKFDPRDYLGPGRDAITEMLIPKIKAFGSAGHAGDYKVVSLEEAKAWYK
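40 nM FBPA preincubated 10 min at RT with compound (up to 57.5 uM final), then substrate plus GAPDH/TPI/NAD/arsenate coupling and diaphorase/resazurin added. Fluorescence read after 20 min at RT, 525/598 nm.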
* hit, by the source's call; ? = inconclusive; nt = not tested or not shown; & = joins results of further samples; [ ] = dose if it differs, or a comment. Unless noted, calls come from the whole dose curve; as a rule, active = well fitted curve in the direction sought with a large enough effect; inconclusive = small, poorly fitted or top-dose-only effect, or another doubt; inactive = no such curve, though single readings can be large; an effect the other way counts as inactive or inconclusive. Unless noted, % is set by controls: 0 for no effect and ±100 for the full control effect.

Letter code – A = AMA1 RON2 block; B = HCMV antiviral; C = Sm TGR inh; D = HCV inhibitor; E = AmpC detergent; F = FBPA Giardia inh
O=C(NCc1ccccc1)c1ccc2nccnc2c1
  A: 1% | B: ? | C: -3% | D: 3% | E: -5% | F: 0%

CCNC(=S)NNC(=O)CC(C)C
  A: 73%[activator] | B: 13 | C: nt | D: 16% | E: -7% | F: -9%

CCOc1ccc(-n2c(CC)nc3c(cnn3-c3ccc(Cl)cc3)c2=O)cc1
  A: nt | B: -21 | C: -5% | D: nt | E: 1% | F: nt

COc1ccc(NC(=O)CCCSc2ccccc2)cc1S(N)(=O)=O
  A: 12% | B: ? | C: -5% | D: -5% | E: -13% | F: -2%

CSCC[C@H](NC(=O)[C@@H]1CSC2c3ccccc3C(=O)N21)C(=O)NCc1ccco1 (stereo partly specified)
  A: -4% | B: 36 | C: ? | D: 14% | E: 1% | F: nt

CC(C)Cc1nc(Cl)c(C#N)c2c1CCC2
  A: -4% | B: 6 | C: 2% | D: 7% | E: 5% | F: 9%

COC(=O)c1ccccc1NC(=O)CCn1c(=O)oc2ccccc21
  A: -4% | B: 22 | C: 0% | D: -13% | E: 3% | F: nt

C=CCNC(=O)c1cc2sccc2n1C
  A: 1% | B: ? | C: 8% | D: ? | E: -8% | F: -3%

COCCN(C(=O)COC(=O)c1cc2c(s1)CCCC2)c1c(N)n(Cc2ccccc2)c(=O)[nH]c1=O
  A: 7% | B: -9 | C: -11% | D: ? | E: -11% | F: nt

CCN(CC)CCNC(=O)c1ccc(Sc2ccc(Cl)cc2)c(NC(C)=O)c1
  A: -1% | B: 85 | C: 2% | D: ? | E: -6% | F: 4%

COc1ccc(S(=O)(=O)Oc2cccc(C(=S)N3CCOCC3)c2)cc1
  A: -4% | B: -14 | C: 13% | D: 1% | E: -2% | F: nt

Cc1ccc(NC(=O)c2ccc(F)cc2F)cc1NS(C)(=O)=O
  A: 6% | B: ? | C: 18% | D: 3% | E: -1% | F: -3%

Cc1cc(NC(=O)CCC(=O)N(c2ccccc2)C(C(=O)NC2CCCC2)c2cccs2)no1 (stereo unspecified)
  A: -17% | B: 3 | C: 42%[activator] | D: -20%&-8% | E: -2% | F: 8%

Cc1ccc2[nH]c3c(=O)n(N)c(C)nc3c2c1
  A: 9% | B: 67 | C: 4% | D: 22% | E: -13% | F: -4%

Cc1cccc(C)c1Nc1nn2c(=O)c3cc4c(cc3nc2s1)OCO4
  A: nt | B: 7 | C: -1% | D: nt | E: 2% | F: nt

Quoted at random: four compounds from above.
Letter code – A = AMA1 RON2 block; B = HCMV antiviral; C = Sm TGR inh; D = HCV inhibitor; E = AmpC detergent; F = FBPA Giardia inh
COc1ccc(S(=O)(=O)Oc2cccc(C(=S)N3CCOCC3)c2)cc1
  A: -4% | B: -14 | C: 13% | D: 1% | E: -2% | F: nt

CC(C)Cc1nc(Cl)c(C#N)c2c1CCC2
  A: -4% | B: 6 | C: 2% | D: 7% | E: 5% | F: 9%

COCCN(C(=O)COC(=O)c1cc2c(s1)CCCC2)c1c(N)n(Cc2ccccc2)c(=O)[nH]c1=O
  A: 7% | B: -9 | C: -11% | D: ? | E: -11% | F: nt

CCNC(=S)NNC(=O)CC(C)C
  A: 73%[activator] | B: 13 | C: nt | D: 16% | E: -7% | F: -9%

The main list resumes, starting four compounds before the break.
Letter code – A = AMA1 RON2 block; B = HCMV antiviral; C = Sm TGR inh; D = HCV inhibitor; E = AmpC detergent; F = FBPA Giardia inh
Cc1ccc(NC(=O)c2ccc(F)cc2F)cc1NS(C)(=O)=O
  A: 6% | B: ? | C: 18% | D: 3% | E: -1% | F: -3%

Cc1cc(NC(=O)CCC(=O)N(c2ccccc2)C(C(=O)NC2CCCC2)c2cccs2)no1 (stereo unspecified)
  A: -17% | B: 3 | C: 42%[activator] | D: -20%&-8% | E: -2% | F: 8%

Cc1ccc2[nH]c3c(=O)n(N)c(C)nc3c2c1
  A: 9% | B: 67 | C: 4% | D: 22% | E: -13% | F: -4%

Cc1cccc(C)c1Nc1nn2c(=O)c3cc4c(cc3nc2s1)OCO4
  A: nt | B: 7 | C: -1% | D: nt | E: 2% | F: nt

CSc1ncc(C(=O)Nc2ccccc2F)c(-c2ccccc2)n1
  A: -2% | B: 19 | C: 13% | D: 4% | E: -11% | F: 9%

CCc1ccc(NC(=O)CCNS(=O)(=O)c2cccc3nsnc23)cc1
  A: 0% | B: 11 | C: 0% | D: 1% | E: ? | F: -2%

COc1ccc(OC)c(C2C(C(=O)c3cccs3)=C(O)C(=O)N2CCN(C)C)c1 (stereo unspecified)
  A: 4% | B: 24 | C: 0% | D: 23% | E: -9% | F: 0%

Cc1cccc(C2N=C(N)Nc3nc4ccccc4n32)c1 (stereo unspecified)
  A: 5% | B: 29&9 | C: 13%&-5% | D: -1% | E: ? | F: 3%

Cc1cc2ccccc2n1CCNCc1c(C(=O)N2CCOCC2)nc2ccccn12
  A: -16% | B: -22 | C: 0% | D: -24% | E: 2% | F: 0%

Cc1ccc(Nc2nc(OC(C(F)(F)F)C(F)(F)F)nc(N3CCOCC3)n2)cc1
  A: 5% | B: -1 | C: -13% | D: -3% | E: -6% | F: 1%

COc1ccc(C2c3c(ncn(CCCO)c3=N)Oc3ccc4ccccc4c32)cc1 (stereo unspecified)
  A: -28% | B: 104 | C: 65%[activator] | D: -29% | E: 6% | F: 17%

Cc1cccc(C)c1NC(=O)Cn1c(=O)c(N2CCCCC2)c(N)n(C)c1=O
  A: -9% | B: 21 | C: nt | D: -2% | E: nt | F: nt

Cc1ccc(S(=O)(=O)N2CCN(c3cccc(C)c3)CC2)cc1
  A: -4% | B: 8 | C: -15% | D: -11% | E: -5% | F: -9%

Cc1cccn2c(=O)c3cc(C(=O)NCCc4ccc(S(N)(=O)=O)cc4)n(C)c3nc12
  A: nt | B: -3 | C: -2% | D: nt | E: 22% | F: nt

O=C(N/N=C\c1cc(Cl)ccc1O)c1ccc(S(=O)(=O)N2CCCCC2)cc1
  A: 8% | B: -103* | C: 0% | D: 3.5µM* | E: ? | F: 18%

O=C(NCc1ccccc1)N1CCCC1
  A: 9% | B: -11 | C: 0% | D: -2% | E: -12% | F: 2%

COc1ccc(CS(=O)c2nc(C)cc(C)c2S(C)(=O)=O)cc1 (stereo unspecified)
  A: 0% | B: -10 | C: 3% | D: -2% | E: ? | F: 12%

CCc1ccc(CN2C(=O)c3ccccc3C2C(=O)NCCc2ccc(OC)c(OC)c2)cc1 (stereo unspecified)
  A: nt | B: -31 | C: 1% | D: nt | E: -4% | F: nt

COc1ccc(/C=N/NC(=O)CCSc2nc3ccccc3s2)cc1OC
  A: 78%[activator] | B: -7 | C: 9% | D: 10µM* | E: -9% | F: 4%

Cc1cc(C)nc(CC(N)=O)n1
  A: 5% | B: 25 | C: -5% | D: 0% | E: -6% | F: -3%

CC(=O)NS(=O)(=O)c1ccc(NC(=O)c2cc(-c3ccc(C)cc3)nc3ccccc23)cc1
  A: 13% | B: -20 | C: -2% | D: 20% | E: -3% | F: 4%

O=C(NCCS(=O)(=O)NC1CCCC1)c1ccc(F)cc1
  A: -17% | B: -19 | C: 0% | D: -1% | E: -8% | F: nt

Cc1cc(=O)nc2c3ccccc3n(CC(=O)NCCCN3CCCC3=O)n12
  A: 2% | B: 60 | C: 5% | D: 5% | E: -6% | F: nt

C[n+]1ccccc1/C=C/c1ccc2ncccc2c1
  A: 0% | B: 49 | C: -36% | D: -30% | E: -19% | F: -26%

O=C(O)c1cccc(NC(=O)c2ccccc2NC(=O)c2ccccc2F)c1
  A: -5% | B: 33 | C: -13% | D: 0.89µM* | E: 1% | F: 1%

COc1ccc(S(=O)(=O)NCc2ccccn2)cc1Br
  A: 23% | B: 30 | C: 3% | D: 15% | E: 0% | F: 8%

CCCCNC(=O)c1ccccc1C(=O)NCCCC
  A: 3% | B: 6 | C: 2% | D: 7% | E: 0% | F: 2%

CCCCNC(NCCCC)=C(S(=O)(=O)CC)S(=O)(=O)CC
  A: -5% | B: 42 | C: 0% | D: -5% | E: -7% | F: 10%

Cc1ccc(S(=O)(=O)N2CCOCC2)cc1NC(=O)CN1CCC(Cc2ccccc2)CC1
  A: ? | B: -33 | C: nt | D: ? | E: 1% | F: ?

O=C(Nc1nc2ccccc2[nH]1)c1ccccc1[N+](=O)[O-]
  A: 74%[activator] | B: 30 | C: -2% | D: 13% | E: -7% | F: -26%

CCO/C([O-])=N/c1sn[n+](C)c1C
  A: 2% | B: 0 | C: 8% | D: 2% | E: 1% | F: 10%

O=C(c1cc2ccccc2o1)c1cccs1
  A: 0% | B: 13 | C: 1% | D: -20% | E: -10% | F: 0%

COC(=O)CC1C(=O)NCCN1C(=S)Nc1ccccc1Cl (stereo unspecified)
  A: 6% | B: 15 | C: -6% | D: 4% | E: -7% | F: -3%

Cc1ccc(O)c(NC(=O)COc2cc(C)ccc2C)c1
  A: 0% | B: -26 | C: -1% | D: -23% | E: -5% | F: 4%

OCc1nc2ccccc2n1Cc1c(F)cccc1Cl
  A: -7% | B: -23&-2 | C: -2%&6% | D: 2% | E: -3%&15% | F: 3%

CC(OC(=O)c1ccccc1C(=O)N(C)c1ccccc1)C(=O)Nc1ccccc1[N+](=O)[O-] (stereo unspecified)
  A: -13% | B: -11 | C: -3% | D: -4% | E: ? | F: nt

CCc1nnc(NC(=O)CSc2nnc(-c3ccccc3O)n2-c2ccc(C)cc2)s1
  A: 39%[activator] | B: 32 | C: -7% | D: ? | E: -7% | F: -4%

CN(c1ccccc1C(=O)N1CCOCC1)S(C)(=O)=O
  A: -3% | B: 3 | C: -3% | D: -2% | E: -2% | F: 15%

COc1ccc(S(=O)(=O)N2CCC(C(=O)NN3CCCCC3)CC2)cc1OC
  A: 3% | B: 0 | C: 1% | D: -7% | E: -5% | F: nt

COC(=O)c1ccc(NC(=O)C2CCCO2)cc1 (stereo unspecified)
  A: -25% | B: 44 | C: -6% | D: 16% | E: -3% | F: 2%

Cc1ccccc1OCC(=O)Nc1ccc(N2CCN(C(=O)c3ccco3)CC2)cc1
  A: -23% | B: -73* | C: -12% | D: ? | E: 2% | F: -2%

CN(C)C(=O)N1CCN(C(=O)N2CCOCC2)CC1
  A: 7% | B: 18 | C: 8% | D: -18% | E: ? | F: 5%

CCN1CCN(C(=S)c2ccc([N+](=O)[O-])cc2)CC1
  A: -2% | B: 59 | C: 2% | D: 15% | E: -9% | F: ?

CCOC(=O)C1CCN(C(=O)/C=C/c2ccccc2OC)CC1
  A: 1% | B: -4 | C: 7% | D: 8% | E: 0% | F: 7%

OCCNc1nc(-c2ccccc2)c2cc(Cl)ccc2n1
  A: 27% | B: -15 | C: ? | D: -4% | E: 6% | F: 7%

COc1cccc(CNC(=O)C(=O)NCC2CCCN2S(=O)(=O)c2cc(C)ccc2C)c1 (stereo unspecified)
  A: -2% | B: 0 | C: -3% | D: ? | E: -12% | F: nt

CCOC(=O)/C(C#N)=C1/C=Nc2ccccc2N1
  A: -8% | B: -14 | C: 6% | D: -5% | E: 10% | F: -4%

Cc1nc(SCC(=O)Nc2ccc(OCc3ccccc3)cc2)n[nH]1
  A: -3% | B: 1 | C: 5% | D: -6% | E: -7% | F: -7%

Cc1cccn2c(=O)c3cc(C(=O)NCc4ccccc4Cl)sc3nc12
  A: nt | B: 9 | C: -1% | D: nt | E: 4% | F: nt

Compound activity as filed in PubChem.
